HSF1 inh – HSF1 inhibitors in luciferase reporter cells, primary screen, cell-based, NIH3T3, luminescence | activity change, negative = inhibition, % at 7.5 µM (by protocol) | NIH3T3-HGL HSE-luciferase, MG132-induced, luminescence 8 h; active compounds read low | 300,000 compounds, 0.77% hits;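 active = more than half of replicate wells show activity change below -50%, luminescence cut by over half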;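 note: luciferase reports HSF-1 transcriptional activity via heat shock element; 0% = median of DMSO wells and -100% = zero luminescence signal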
PolyA inhibitor – polyadenylation inhibitors in yeast reporter cells, primary screen, luminescence, S. cerevisiae; S. cerevisiae SKY197-pL101 polyadenylation reporter, beta-gal luminescence; efflux-impaired pdr1/pdr3 knockout yeast; score 100 = 6 SD above DMSO; calls only at 12 µM; 300,000 compounds, 0.02% hits;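 active = lowest replicate activity score at least 50, where 100 means six control SD above control mean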;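 note: yeast exposed to compound for 9 h at 30 °C; higher score means more reporter readthrough which indicates perturbed polyadenylation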
GSK3B inh – human GSK3beta kinase inhibitors, primary screen, biochemical, cell-free homogeneous, HTS. Glycogen synthase kinase-3 beta (Homo sapiens), P49841. GST-GSK3beta kinase, ADP-Glo luminescence, 60 min; active compounds read low. activity score (negative = inhibition), % at 10 µM. 300,000 compounds, 0.038% hits. AID 2097, 2009;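 active = more than half of replicate wells score below -50%, meaning over 50% inhibition versus plate controls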;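 note: 0% = median DMSO wells and -100% = median GW8510 positive control wells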
Target sequence (P49841 whole entry, looked up): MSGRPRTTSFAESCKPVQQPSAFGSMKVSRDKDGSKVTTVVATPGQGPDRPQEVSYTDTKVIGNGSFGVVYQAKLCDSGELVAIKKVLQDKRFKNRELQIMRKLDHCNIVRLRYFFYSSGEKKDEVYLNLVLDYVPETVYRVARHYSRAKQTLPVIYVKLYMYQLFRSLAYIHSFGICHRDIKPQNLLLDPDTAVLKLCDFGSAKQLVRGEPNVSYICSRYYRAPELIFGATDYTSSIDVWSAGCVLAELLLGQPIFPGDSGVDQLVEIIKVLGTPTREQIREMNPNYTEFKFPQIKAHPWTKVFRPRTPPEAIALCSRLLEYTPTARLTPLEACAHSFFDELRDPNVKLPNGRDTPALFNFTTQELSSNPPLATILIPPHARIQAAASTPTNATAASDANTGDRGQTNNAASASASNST
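Test system – GST-tagged human GSK3beta kinase, cell-free · Incubation – 60 min enzyme reaction, room temperature · Signal – ADP-Glo luminescence · Also added – peptide substrate and ATP at 25 µM · Controls – DMSO neutral wells and GW8510 at 20 µM as positive · Buffer or medium – Tris/MgCl2 kinase buffer · Measure – Luminescence-derived activity versus plate DMSO and GW8510 wells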
HSF1 activator – HSF-1 activators, primary screen, NIH3T3-HGL cells, MG132 stress, luminescence, single point | NIH3T3-HGL HSF-1 luciferase reporter, 8 h; 100% = twice DMSO control signal | activation, % at 9 µM | 300,000 compounds, 1.7% hits;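 active = mean replicate activation of at least 50% with a set share of replicates each reaching 50%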;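 note: 0% = median of the neutral control wells and 100% = twice that signal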
aSyn 5UTR inh – MLPCN primary screen, SNCA 5' untranslated region; alpha-synuclein 5'UTR reporter, inhibitor activity; inhibition, % (tested at 7.5 µM); 300,000 compounds, 0.82% hits; AID 1813, 2009; in the data active = inhibition above about 60%;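 note: H4 neuroglioblastoma cells stably carrying SNCA 5'UTR luciferase fusion; 0% = DMSO wells and 100% = positive control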
GSK3A inh – blockers of GSK3A enzyme activity – biochemical, luminescence, cell-free homogeneous, HTS, primary screen. GSK-3 alpha kinase, ADP-Glo luminescence, 60 min. inhibition, % at 10 µM. 320,000 compounds, 0.1% hits;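 in the data active = inhibition above about 50%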;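 note: GST-tagged GSK-3 alpha with peptide substrate and 25 µM ATP; 0% = DMSO neutral wells and 100% = GW8510 positive control wells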
Target sequence (P49840 whole entry, looked up): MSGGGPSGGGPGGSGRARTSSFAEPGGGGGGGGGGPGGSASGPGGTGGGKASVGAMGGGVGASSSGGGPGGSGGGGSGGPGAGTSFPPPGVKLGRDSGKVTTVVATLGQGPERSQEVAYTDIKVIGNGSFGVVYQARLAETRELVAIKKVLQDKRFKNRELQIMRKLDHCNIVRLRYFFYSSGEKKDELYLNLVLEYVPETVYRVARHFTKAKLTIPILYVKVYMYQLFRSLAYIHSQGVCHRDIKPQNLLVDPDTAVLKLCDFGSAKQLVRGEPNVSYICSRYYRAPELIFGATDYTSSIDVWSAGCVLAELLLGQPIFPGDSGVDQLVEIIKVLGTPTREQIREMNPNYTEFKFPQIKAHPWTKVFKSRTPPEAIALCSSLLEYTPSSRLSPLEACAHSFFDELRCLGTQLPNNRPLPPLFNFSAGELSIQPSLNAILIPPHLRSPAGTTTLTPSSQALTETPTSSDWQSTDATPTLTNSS
HSP90 refold inh – HSP90 inhibitors, primary screen, cell lysate, luminescence; Heat shock protein HSP 90 (rabbit reticulocyte lysate; luciferase refolding); Rabbit reticulocyte lysate, luciferase refolding luminescence, 3 h; inhibition, % at 5.6 µM; 290,000 compounds, 0.91% hits;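 active = inhibition above the screen-wide mean plus 3 SD, computed separately per campaign, cut at about 16% in these data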;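 note: 0% = DMSO wells and 100% = 60 µM geldanamycin wells; inhibitors lower the luminescence because luciferase stays unfolded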
AI-2 QS mod – Vibrio harveyi AI-2 quorum sensing modulators, primary screen, JMH597 strain, luminescence/OD600 ratio. Vibrio harveyi JMH597 AI-2 luminescence/OD600 ratio, 9 h; active compounds read low; strain lacks LuxN and CqsS sensors; 0 = neutral-control median. activity change, % at 7.5 µM. 300,000 compounds, 0.4% hits. AID 2094, 2009; in the data active = activity change below about -75%, passing the limit was not always enough;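 note: luminescence divided by OD600 gain over 9 h not by final OD600 alone; inactives centre near 13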
KLF5 inhibitor – KLF5 expression inhibitors, primary screen, DLD-1 cells, luminescence; DLD-1 KLF5 promoter-luciferase reporter; inhibition, % at 5 µM; 290,000 compounds, 0.23% hits; AID 1700, 2009;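 active = inhibition above a per-plate limit of that plate's mean compound inhibition plus 3 SD, cut at about 60% in these data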;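 note: 0% = DMSO wells and 100% = LY294002 at 200 µM; higher means less KLF5 promoter-driven luciferase light; inactives centre near -14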
IEC-6 cytotox – cytotoxicity in IEC-6 intestinal epithelial cells, primary screen, cytotoxicity control for KLF5 inhibitor project, cell-based, luminescence | IEC-6 cytotoxicity, luminescence viability | inhibition, % at 5 µM | 290,000 compounds, 0.78% hits; in the data active = inhibition above about 22%;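 note: 0% = plate median of test compound wells and 100% = cytotoxic reference compound wells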
* hit, by the source's call; i = inactive; . = no result given. These rows are one share of the data; the hit share may differ from the screen's.

SMILES	HSF1 inh	PolyA inhibitor	GSK3B inh	HSF1 activator	aSyn 5UTR inh	GSK3A inh	HSP90 refold inh	AI-2 QS mod	KLF5 inhibitor	IEC-6 cytotox
CN1C(=O)CCC1(O)c1ccccc1 (centres undefined)	-10	i	-1	-25	20	2	2	9	-5	2
CC(C)C(c1nnnn1Cc1cccs1)N1CCN(c2ccccc2)CC1 (centres undefined)	-7	i	3	-10	-5	1	1	15	3	3
O=C(Oc1ccc(=O)n(-c2ccccc2)n1)c1ccccc1	-3	i	0	-5	-11	3	2	32	-36	2
CCC(=O)N1CCc2cc(S(=O)(=O)CCC(=O)Nc3ccc(C)c(F)c3)ccc21	-4	i	0	3	10	-1	3	20	-3	4
CC(C)c1ccc(/C=N/NC(=O)CCNC(=O)c2ccccc2)cc1	11	i	-4	22	-63	-3	-4	31	-58	-14
O=C(OCc1nc2ccccc2s1)c1ccco1	17	i	2	8	-97	2	-2	8	-25	0
COc1cc(NC(=S)Nc2ccccn2)cc(OC)c1OC	-1	i	-4	15	-11	.	4	8	-57	7
C/C(N)=C(/C#N)C(=O)COC(=O)C1CCN(C(=O)c2ccc(Cl)cc2)CC1	2	i	-3	3	17	-1	-2	7	-45	3
Cc1cc(C)n(-c2nc3ccccc3n3cnnc23)n1	-4	i	-1	-15	16	0	-3	10	-5	-5
O=S1(=O)CCN(Cc2ccccn2)CC1	0	i	-3	6	-4	-1	3	-5	-13	0
Cc1sc2c(c1C)C(=O)/C(=C\Nc1ccccn1)S(=O)(=O)N2C	-4	i	4	5	25	1	1	9	-8	-2
COc1ccc(CCNC(=O)CNS(=O)(=O)c2ccc(N(C)C)c([N+](=O)[O-])c2)cc1OC	-1	i	1	31	11	-1	6	7	0	-8
O=S(=O)(NCC1CCCN(Cc2ccccc2O)C1)c1cccc2cccnc12 (centres undefined)	-10	i	-4	-4	2	-5	4	1	1	12
Cc1cccc(CSc2nc3nc(C)cc(C)n3n2)c1	0	i	2	7	-41	1	-4	19	-50	4
Cn1nnnc1SCc1nnc(-c2ccccc2Br)o1	1	i	1	37	-47	3	3	25	-39	5
COCCN(Cc1cccs1)S(=O)(=O)c1csc(C(N)=O)c1	-2	i	2	-3	9	.	-2	23	3	-5
O=C(C[n+]1cc(-c2ccc(F)cc2)n2c1CCC2)c1cccs1	17	i	0	32	-144	-2	1	17	-54	-5
NNC(=O)CSc1nnnn1-c1ccccc1	-5	i	-3	3	9	-1	6	11	-18	-4
O=S1(=O)CC(O)C(NCc2ccco2)C1 (centres undefined)	-6	i	2	-16	-2	-4	2	17	2	4
COc1ccc(-c2nc(CS(=O)(=O)CC(=O)Nc3cccc(C(C)=O)c3)c(C)o2)cc1	1	i	-1	8	1	-4	-3	2	-16	0

Among those listed so far, these contain a thiophene ring, fused or not:
SMILES	HSF1 inh	PolyA inhibitor	GSK3B inh	HSF1 activator	aSyn 5UTR inh	GSK3A inh	HSP90 refold inh	AI-2 QS mod	KLF5 inhibitor	IEC-6 cytotox
CC(C)C(c1nnnn1Cc1cccs1)N1CCN(c2ccccc2)CC1 (centres undefined)	-7	i	3	-10	-5	1	1	15	3	3
Cc1sc2c(c1C)C(=O)/C(=C\Nc1ccccn1)S(=O)(=O)N2C	-4	i	4	5	25	1	1	9	-8	-2
COCCN(Cc1cccs1)S(=O)(=O)c1csc(C(N)=O)c1	-2	i	2	-3	9	.	-2	23	3	-5
O=C(C[n+]1cc(-c2ccc(F)cc2)n2c1CCC2)c1cccs1	17	i	0	32	-144	-2	1	17	-54	-5

(further entries)
SMILES	HSF1 inh	PolyA inhibitor	GSK3B inh	HSF1 activator	aSyn 5UTR inh	GSK3A inh	HSP90 refold inh	AI-2 QS mod	KLF5 inhibitor	IEC-6 cytotox
Cn1c(=O)c2sccc2n(Cc2ccc(Br)cc2)c1=O	-1	i	5	6	30	-1	-2	5	-17	9
CCn1c(=O)n(CC)c2cc(N3CCCC3)c(NC(=O)c3ccccc3OC)cc21	-2	i	6	0	1	-8	1	2	-49	2
COc1cccc(NC(=O)Nc2ccccc2SC)c1	17	i	0	29	-72	.	0	13	-61	6
Cc1ccc(-c2cnc(NC(=O)CCC(=O)N(C)Cc3ccccc3)n2C)cc1	-1	i	7	11	-3	-3	-3	22	-31	-2
COc1ccc(NS(=O)(=O)c2ccc(Oc3cccc(C(=O)O)c3)cc2)cc1	10	i	1	1	13	-3	3	25	-4	3
CCCCn1nc(NC(=O)c2cccs2)c2cc3cc(OC)ccc3nc21	1	i	2	6	4	-1	-2	21	-9	-8
S=C(NCC1CCCO1)Nc1cccc(Cl)c1 (centres undefined)	5	i	-3	33	-20	-1	-4	23	-25	-1
CC1CN(Cc2c(O)ccc3c(=O)c(-c4ccccc4)coc23)CC(C)O1 (centres undefined)	2	i	0	3	-6	-1	4	1	-20	8
CC(Oc1ccc2ccc(=O)oc2c1)C(=O)NCCN1CCOCC1 (centres undefined)	-5	i	3	-1	-1	0	0	0	-9	2
CC(C)(O)C(=O)NNC(=S)NCc1ccco1	-1	i	2	-1	-8	-2	-3	21	-14	-1
CCN(CC(=O)NC(C)(C)C)C(=O)CCl	-14	i	1	26	-57	0	-4	18	3	13
Cc1c(N2C(=O)/C(=C/c3cccc4ccccc34)SC2=S)c(=O)n(-c2ccccc2)n1C	1	i	0	10	1	-3	-2	3	6	0
COC(=O)C1=C(C)N(C)C(C)=C(C(=O)OC)C1c1ccncc1	0	i	-1	8	6	-1	1	21	-5	4
Cc1ccc(S(=O)(=O)NCCC(=O)OCC(=O)N(Cc2ccccc2)C(C)(C)C)cc1	6	i	-1	31	-4	-2	.	-7	.	.
Clc1ccc(-n2cc(-c3ccc(Br)cc3)[n+]3c2CCCCC3)cc1	0	i	-2	3	2	1	-3	19	-20	-3
COc1ccc(NC(=O)Cc2nnc(SCC(=O)Nc3nccs3)n2C)cc1	-1	i	-1	7	-2	-3	-2	-16	-19	-2
CCOc1ccc(C2CC(c3ccc(OC)cc3)n3ncnc3N2)cc1 (centres undefined)	10	i	-2	16	-11	.	-2	19	-27	2
COc1cc(NC(=O)C2CCN(c3cnccn3)CC2)cc(OC)c1	0	i	-1	-3	0	0	2	12	-7	2
CCOc1cc(/C=C2\C(=O)N(c3cccc(C(F)(F)F)c3)C(=O)c3ccccc32)ccc1O	8	i	0	48	-13	5	-1	2	-21	0
COc1cc(OC)c(-c2noc(C(=O)OC(C)(C)C)c2C(=O)OC(C)(C)C)c(OC)c1	-6	i	-2	-4	5	0	1	-6	-6	-4
CC(/C=N/NC(=O)C(O)c1ccccc1)=C\c1ccccc1 (centres undefined)	13	i	-3	32	-81	-1	0	-4	-27	5
COc1cc(/C=C/C(=O)C2C(=O)C=C(C)OC2=O)cc(OC)c1O (centres undefined)	-2	i	2	-5	-12	-1	-2	25	13	-7
COc1cccc(/C=C/c2n[nH]c(=O)c(C#N)c2C)c1	9	i	-3	27	-56	2	0	19	-11	0
COc1cccc(/C=N/n2c(COc3ccccc3)n[nH]c2=S)c1	3	i	1	-14	13	6	0	6	-14	-5
C=CCn1c(SCC(=O)NC2CCCc3ccccc32)nnc1-c1ccncc1 (centres undefined)	3	i	-2	12	14	0	2	-4	-44	-7
COc1cccc(C(=O)Nc2cc([N+](=O)[O-])ccc2N2CCN(C)CC2)c1	1	i	-1	17	9	-3	1	13	-15	1
O=C(CCc1ccncc1)NC1CCCc2c1cnn2-c1cc(F)cc(F)c1 (centres undefined)	-30	i	-3	-34	79*	0	-2	8	7	2
Cc1ccc(Sc2cc(C)nc(-c3ccccn3)n2)cc1	11	i	2	2	-51	-2	-3	8	-52	2
COCc1nnc(N)s1	-7	i	-11	-28	-4	-3	2	2	-25	7
CC(C)CCC(=O)N1CCC(N2CCC(C(=O)NCc3ccccn3)CC2)CC1	-2	i	-1	6	8	-1	-3	8	-27	2
Cc1cc2cc3c(C)cc(=O)oc3c(C)c2o1	-4	i	-2	-5	-13	-2	-2	5	-77	-1
COc1ccccc1CNC(=O)C1CCN(S(=O)(=O)c2cccc3nonc23)CC1	-1	i	.	24	20	-1	-1	.	-4	-8
NC(=O)NS(=O)(=O)Oc1ccccc1	-2	i	3	-3	-1	3	-1	5	-12	1
COc1ccc(C2/C(=C(/O)c3ccc(C)cc3)C(=O)C(=O)N2CC2CCCO2)cc1OC (centres undefined)	-6	i	0	21	-6	4	-5	18	-20	1
NC(=O)c1ccc(NC(=O)COC(=O)c2c3c(nc4ccccc24)/C(=C\c2cccs2)CCC3)cc1	-18	i	1	-25	18	-4	-1	40	0	-3
CCOc1ccc(C(=O)CC(NCc2cccs2)C(=O)O)cc1 (centres undefined)	2	i	1	31	-28	-2	-1	14	-10	-2
O=S(=O)(NCc1ccc(Cl)cc1)c1cnc[nH]1	-10	i	3	-3	19	-1	5	14	12	1
Cc1ccc(NC(=S)NCCC(c2ccccc2)c2ccccc2)c(C)c1	5	i	1	29	8	3	2	-7	-39	-2
O=C(C1CCCN(c2ncnc3c2nc2n3CCCCC2)C1)N1CCN(c2ccccc2F)CC1 (centres undefined)	6	i	-1	20	26	0	-3	11	-58	2
O=C(CCNS(=O)(=O)c1cccc2nsnc12)Nc1ccc2c(c1)OCCO2	-27	i	-4	-28	-42	1	4	3	-10	-2
COc1ccc(CN2C(=O)C(Cc3ccccc3)Nc3ncnc(N4CCCCC4)c32)cc1 (centres undefined)	-2	i	0	2	-25	0	.	17	.	.
CC(C)C[C@H](N)c1nnc(S(=O)(=O)Cc2cccc(F)c2)o1	.	i	-6	.	-25	0	-2	-49	-21	-4
O=C(NC1CSC/C1=N\O)c1ccccc1 (centres undefined)	-1	i	1	-11	-9	-3	-2	8	-30	3
CS(=O)(=O)N1CCC(C(=O)Nc2ccc(F)cc2)CC1	-37	i	0	-52	3	1	-2	25	-18	-2
COc1ccc(-c2cn[nH]c2-c2ccc(O)cc2O)cc1	-34	i	-4	-36	-26	3	-2	4	6	-7
COc1ccc(C(=O)O/N=C(\C)c2ccccc2)cc1	-7	i	-28	1	-21	25	0	-7	-28	3
O=C(Nc1cc(C(F)(F)F)ccc1N1CCCCC1)c1ccco1	0	i	-1	6	-8	-1	3	10	-28	-5
COc1ccc(NC(=O)CN2CCC(C(N)=O)(N3CCCCC3)CC2)cc1	-6	i	1	-6	19	1	-1	20	2	-4

Screens (PubChem BioAssay)
